# Source: PubChem
# MT1-MMP act inh = inhibitors of human MT1-MMP activation; GFP/RFP ratio change, % at 20 µM; hit rate 0.061% among 360,000; HT1080 RFP-PRO-GFP cells, GFP/RFP ratio fluorescence, overnight; percent of plate control window, DMSO zero; AID 651647;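 active = GFP/RFP ratio change of at least 30% with cell ATP level not reduced by more than half and red fluorescence within 50% of control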; note: strong numbers were not always called active
#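 Assay system – RFP-PRO-GFP reporter HT1080 cells · Compound dosing – single dose of 20 µM compound, 1% DMSO final · Incubation – overnight compound exposure at 37 °C · Measure – GFP/RFP fluorescence ratio · Benchmarks – DMSO wells and RFP-L50D-GFP cells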
# E coli Lon inh = E. coli protease La inhibition. P0A9M0. purified E. coli Lon protease, fluorescence polarization. inhibition, % at 7.94 µM. hit rate 0.42% among 360,000; in the data active = inhibition above about 13%, passing the limit was not always enough;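 note: 0% = enzyme with probe and DMSO and 100% = no enzyme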
# PABP1 MLLE inh = inhibitors of microRNA-mediated deadenylation, human PABP1 MLLE binding. P11940. GST-MLLE / FITC-PAM2 fluorescence polarization. inhibition, % at 20 µM. hit rate 0.36% among 360,000. AID 588489; in the data active = inhibition above about 35%, passing the limit was not always enough;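 note: plate controls were DMSO wells with GST-MLLE for no effect and wells lacking GST-MLLE protein for full effect; some results filed as inactive read as strong as hits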
# TbMetRS inhib = blocks T. brucei methionyl-tRNA synthetase activity; hit rate 0.4% among 360,000; purified T. brucei MetRS, ATP depletion, Kinase-Glo luminescence; inhibition, % at 11.9 µM;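 active = inhibition above a per-plate cutoff of the control wells' mean inhibition plus 3 SD, cut at about 5.5% in these data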;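 note: 0% = DMSO wells median and 100% = median of wells with control inhibitor compound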
#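 Material: parasite MetRS enzyme / Replication: singlicate, one well per compound / Signal: luminescence of leftover ATP / Schedule: 2 h aminoacylation at 25 °C after 15 min preincubation / Medium: HEPES-MgCl2-KCl buffer plus DTT, spermine, BSA, pyrophosphatase / Doses: 11.9 µM single point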
# NRP1-CendR mod = modulators of CendR peptide binding to human neuropilin-1 | O14786 | FAM-RPARPAR peptide binding to NRP-1, fluorescence polarization | inhibition, % at 25 µM | hit rate 0.85% among 360,000 | AID 602438;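 active = inhibition or corrected inhibition above about 18%, plus a signal ratio from 0.5 to 1.5, limit read from the data, passing the limit was not always enough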; note: strong numbers were not always called active
# Target sequence (O14786 whole entry, looked up): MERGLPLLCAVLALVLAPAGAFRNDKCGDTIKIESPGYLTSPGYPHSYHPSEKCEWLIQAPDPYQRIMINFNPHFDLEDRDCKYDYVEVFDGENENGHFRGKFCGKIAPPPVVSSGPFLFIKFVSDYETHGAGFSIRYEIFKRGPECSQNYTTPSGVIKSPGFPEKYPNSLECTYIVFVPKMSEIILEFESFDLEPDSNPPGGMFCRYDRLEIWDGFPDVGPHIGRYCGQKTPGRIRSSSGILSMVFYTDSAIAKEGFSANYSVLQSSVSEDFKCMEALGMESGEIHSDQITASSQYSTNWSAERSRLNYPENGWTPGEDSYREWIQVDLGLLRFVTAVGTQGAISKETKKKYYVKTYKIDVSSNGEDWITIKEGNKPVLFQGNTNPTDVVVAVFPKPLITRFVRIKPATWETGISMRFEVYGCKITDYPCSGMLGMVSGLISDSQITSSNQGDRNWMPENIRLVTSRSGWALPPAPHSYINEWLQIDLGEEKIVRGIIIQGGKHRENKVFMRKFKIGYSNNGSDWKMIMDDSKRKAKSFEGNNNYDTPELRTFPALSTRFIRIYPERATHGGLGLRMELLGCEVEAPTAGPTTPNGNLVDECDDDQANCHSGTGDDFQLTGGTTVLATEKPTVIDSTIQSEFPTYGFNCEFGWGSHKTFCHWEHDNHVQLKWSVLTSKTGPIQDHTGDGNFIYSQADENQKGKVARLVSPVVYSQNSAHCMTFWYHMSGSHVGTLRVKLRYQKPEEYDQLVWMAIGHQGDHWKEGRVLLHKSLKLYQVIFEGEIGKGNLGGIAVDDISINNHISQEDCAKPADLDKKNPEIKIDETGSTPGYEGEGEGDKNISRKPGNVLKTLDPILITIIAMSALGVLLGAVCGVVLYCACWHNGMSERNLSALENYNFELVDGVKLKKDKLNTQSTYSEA
# SKN-1 block = C. elegans SKN-1 inhibition. hit rate 0.49% among 360,000. inhibition, % at 21.8 µM. C. elegans VP596 Pgst-4::GFP/RFP ratio, acrylamide-induced, 24 h;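 active = interference check ratio from 0.5 to 1.5 plus GFP to RFP signal ratio inhibition reaching or exceeding a fixed threshold, cut at about 30% in these data, passing the limit was not always enough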; note: some compounds called inactive have numbers as strong as hits
# MsrA inhibitor = bovine MsrA inhibition; purified bovine MsrA, absorbance read-out; inhibition, % at 15.5 µM; hit rate 0.75% among 360,000; in the data active = inhibition above about 4.5%;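 note: 0% = vehicle wells with enzyme and 100% = reference inhibitor wells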
# FAS-TE inh = inhibitors of human fatty acid synthase thioesterase domain; recombinant FAS-TE, OMFH fluorogenic substrate, fluorescence endpoint; inhibition, % at 15 µM; hit rate 0.67% among 360,000; AID 602261;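 active = compounds whose normalised, plate-corrected inhibition of enzyme fluorescence in the single-dose primary screen is 50% or more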;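 note: 0% = DMSO with enzyme and 100% = substrate without enzyme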
# bovine MsrA act = activates bovine MsrA enzyme. purified bovine MsrA, absorbance read-out. AID 602163. activation, % at 10.6 µM. hit rate 0.3% among 360,000; in the data active = activation above about 7.5%;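 note: 0% = vehicle and 100% = reference activator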
# An asterisk follows results filed as active; / = no result given.
# Every second line gives: MT1-MMP act inh | E coli Lon inh | PABP1 MLLE inh | TbMetRS inhib | NRP1-CendR mod | SKN-1 block | MsrA inhibitor | FAS-TE inh | bovine MsrA act
CCSc1ccccc1C(=O)Nc1cccnc1
→ -2 | 2 | 8 | -0.5 | 3 | 6 | -0.9 | -6 | -6
Cn1c(SCc2cccc(F)c2)nnc1-c1cnccn1
→ 3 | -5 | -12 | -0.1 | 1 | 5 | 0.0 | -2 | -3
CC(C)CCN1CCNC(=O)C1CC(=O)N(C)CCCN1CCOCC1 (stereo not given)
→ -4 | 2 | -1 | -0.3 | -1 | 15 | 1.9 | -1 | -3
O=C(COc1nncc2ccccc12)Nc1ccc(Br)cc1F
→ 0 | -3 | -13 | -0.1 | 7 | 3 | -0.1 | 0 | -4
Cc1ccc(C(=O)OCC(=O)Nc2nc(-c3ccccc3)cs2)cc1NC(=O)c1ccco1
→ -1 | -1 | 4 | 0.5 | 8 | -9 | -1.0 | 30 | -8
O=[N+]([O-])c1ccc(Sc2cccc3cccnc23)c([N+](=O)[O-])c1
→ 7 | -10 | 26 | -0.7 | 7 | 17 | 0.3 | 20 | 1
COc1ccc(Br)cc1CN(C)C(=O)C1CC(=O)N(C2CCCC2)C1 (stereo not given)
→ 1 | -2 | -99 | 0.1 | -1 | 4 | 0.5 | -5 | -1
COc1cc(-c2nc(-c3ccccc3)c(-c3cc([N+](=O)[O-])ccc3C)[nH]2)cc(OC)c1OC
→ -3 | -5 | -10 | -0.9 | 17 | -10 | 0.0 | 43 | -9
CC12CN3CC(C)(CN(C1)C3c1ccc(Cl)cc1)C2 (stereo not given)
→ 1 | -6 | -3 | -0.4 | 5 | 4 | -1.8 | -3 | -3
Cc1scc(C(=O)NNC(=S)NCC(C)C)c1C
→ 3 | 9 | -25 | -0.6 | 8 | -2 | -1.1 | -5 | -9
CCn1cnc2cc(NC(=O)c3ccc(C)cc3)ccc21
→ 1 | -4 | 8 | -0.5 | -2 | 14 | -1.2 | -5 | -5
CC1CC(C)CN(S(=O)(=O)c2ccc(NC(=O)CCNC(=O)c3ccc([N+](=O)[O-])cc3)cc2)C1 (stereo not given)
→ -4 | -2 | -20 | -0.2 | 1 | 13 | -0.6 | -2 | -2
COc1ccc(C2CC(=O)c3cnc(Nc4cc(C)cc(C)c4)nc3C2)cc1 (stereo not given)
→ 1 | -6 | -3 | -0.2 | -2 | 7 | 2.1 | 22 | -2
Cc1cc2nc(C)c(Cc3ccccc3)c(=O)n2[nH]1
→ 1 | 6 | 7 | 0.4 | 10 | -6 | 0.3 | -8 | -3
Cc1cccc(NC(=O)CCNS(=O)(=O)c2cccc3nsnc23)c1
→ 2 | -1 | -1 | -0.8 | 0 | -12 | -0.1 | -4 | 0
Cc1nc(SCC(=O)c2ccc(F)cc2)c([N+](=O)[O-])[nH]1
→ 3 | -6 | 19 | -1.7 | -11 | 4 | 0.6 | -6 | -6
N#Cc1nc(-c2ccc(Cl)cc2)oc1NCCc1ccccn1
→ 12 | 2 | 9 | -0.7 | -2 | 7 | 0.9 | -2 | -4
CC(C)C(=O)N1CCN(c2c(Cl)cccc2[N+](=O)[O-])CC1
→ -2 | 0 | 4 | -0.1 | -6 | 14 | 0.4 | -1 | -3
Cc1ccnc(NC(=O)COC(=O)C23CC4CC(CC(C4)C2)C3)n1
→ -1 | -3 | 0 | -0.1 | -6 | -4 | -0.3 | -3 | -1
N#CCOC(=O)c1cc(S(=O)(=O)N2CCCCC2)ccc1N1CCOCC1
→ 0 | 0 | -4 | -0.4 | 0 | 2 | 0.4 | -6 | 12*

# Entries of single compounds, quoted from the list. Order of screens: MT1-MMP act inh, E coli Lon inh, PABP1 MLLE inh, TbMetRS inhib, NRP1-CendR mod, SKN-1 block, MsrA inhibitor, FAS-TE inh, bovine MsrA act
# Cc1nc(SCC(=O)c2ccc(F)cc2)c([N+](=O)[O-])[nH]1 as listed: 3, -6, 19, -1.7, -11, 4, 0.6, -6, -6
# CC1CC(C)CN(S(=O)(=O)c2ccc(NC(=O)CCNC(=O)c3ccc([N+](=O)[O-])cc3)cc2)C1 (stereo not given) as listed: -4, -2, -20, -0.2, 1, 13, -0.6, -2, -2
# N#CCOC(=O)c1cc(S(=O)(=O)N2CCCCC2)ccc1N1CCOCC1 as listed: 0, 0, -4, -0.4, 0, 2, 0.4, -6, 12*
# CC(C)C(=O)N1CCN(c2c(Cl)cccc2[N+](=O)[O-])CC1 as listed: -2, 0, 4, -0.1, -6, 14, 0.4, -1, -3
# CCn1cnc2cc(NC(=O)c3ccc(C)cc3)ccc21 as listed: 1, -4, 8, -0.5, -2, 14, -1.2, -5, -5

# Next compounds.
# Every second line gives: MT1-MMP act inh | E coli Lon inh | PABP1 MLLE inh | TbMetRS inhib | NRP1-CendR mod | SKN-1 block | MsrA inhibitor | FAS-TE inh | bovine MsrA act
Cc1ccc(SCC(=O)NC(=O)NCCC(C)C)c(C)c1
→ 1 | 11 | 12 | -1.1 | 0 | -19 | -1.0 | 6 | -7
COC(=O)C[C@H]1C=C[C@@H](NC(=O)Nc2c(C)noc2C)[C@@H](CO)O1
→ 2 | / | / | -0.1 | 8 | 7 | -0.3 | / | /
CC1(c2nnc(Cc3ccccc3)o2)CC(c2c(Cl)cccc2Cl)=NO1 (stereo not given)
→ 0 | -4 | -6 | -0.1 | 10 | -25 | 0.2 | 11 | -1
Cc1[nH]c2ccccc2c1C(=O)C(C)Sc1nnc(C2CC2)o1 (stereo not given)
→ -2 | 10 | -11 | -0.2 | 7 | 10 | 1.6 | -1 | -2
c1ccc(N2CCN(c3cnc4ccccc4n3)CC2)cc1
→ -1 | 6 | 3 | -0.2 | 10 | 47* | 2.3 | 8 | -1
C=CCNC(=O)c1onc(CSc2cc(C)ccc2C)c1C(=O)O
→ 2 | 1 | 12 | -0.3 | -5 | 3 | 1.0 | -10 | 0
Cc1ccccc1OCCn1c(CCNC(=O)C(C)C)nc2ccccc21
→ -1 | 2 | -3 | -0.5 | 0 | 3 | -0.6 | -5 | -1
CSc1nsc(NC(=O)Cc2ccccc2)n1
→ 4 | -6 | 4 | -0.4 | -4 | 7 | -0.8 | 1 | -4
NC(c1ccc(F)c(F)c1)c1nc(-c2cncnc2)cs1 (stereo not given)
→ 4 | -5 | 10 | -0.3 | -6 | 5 | -0.8 | 13 | -8
CCOc1ccccc1NC(=O)CCNC(=O)Cn1ccc2ccccc2c1=O
→ 0 | 0 | -13 | 0.2 | 0 | 4 | 1.0 | -5 | 1

# Next part
smiles | MT1-MMP act inh | E coli Lon inh | PABP1 MLLE inh | TbMetRS inhib | NRP1-CendR mod | SKN-1 block | MsrA inhibitor | FAS-TE inh | bovine MsrA act
COc1ccccc1CC(=O)Nc1ccc(S(=O)(=O)N2CCCCC2)cc1 | 0 | -5 | 10 | 0.3 | -4 | -8 | -1.1 | 0 | -1
CN(C)/C=C/C(=O)Oc1ccc(Cl)cc1Cl | 0 | 1 | -5 | -0.2 | 5 | 1 | 1.9 | -2 | -3
Cc1ccsc1/C=N/Nc1nc(=O)[nH]nc1C | 3 | 1 | -8 | -2.7 | -20 | -1 | 5.3* | 1 | -5
O=C(O)CN1C(=O)C2C3CC(C2C1=O)C1C(c2ccc(Cl)cc2)c2sc(=O)[nH]c2SC31 (stereo not given) | -4 | -2 | 20 | -0.3 | -4 | 2 | 0.6 | 6 | -3
Cc1ccc(-c2nc3ccccc3[nH]2)cc1NC(=O)c1sc2ccccc2c1Cl | 5 | -3 | -4 | -1.2 | 1 | 0 | -0.3 | 6 | -9
O=C(OCC(=O)N1CCCc2ccccc21)c1cccnc1Cl | -5 | -2 | -9 | -0.6 | 2 | 1 | -0.2 | -1 | 6
O=C(O)C1=C[C@@H](c2coc3ccccc3c2=O)C[C@@H](OCc2ccc(CO)cc2)O1 | -1 | 1 | -15 | -0.2 | -11 | 8 | 0.2 | -6 | -8
NC(=O)COc1c(-c2ccc(Br)o2)oc2ccccc2c1=O | -17 | -12 | -12 | 0.0 | 5 | -7 | / | -3 | -10
CC(NS(=O)(=O)c1ccc(Cl)cc1)C(c1cccs1)N1CCN(C)CC1 (stereo not given) | -16 | -2 | -14 | -0.7 | -9 | 7 | -1.0 | -2 | 0
CCCc1cc(=O)n2[nH]c(-c3ccc(OC)cc3)nc2n1 | 3 | 11 | 4 | 0.4 | 3 | 7 | 0.6 | -5 | -1
COc1ccc(/C(C)=N\n2cnnc2)cc1 | -2 | -10 | -7 | -0.8 | -1 | -4 | 1.6 | -3 | -2
N#CCSc1nc2ccccc2c2nc3ccccc3n12 | -9 | -13 | 6 | -0.3 | -20 | 8 | -0.3 | 1 | 1
CCOC(=O)c1ccc(S(=O)(=O)N2CCN(CC(=O)NC(=O)NC(C)(C)C)CC2)cc1 | 1 | -4 | 7 | -0.7 | -1 | -11 | -1.6 | 5 | -8
O=C(CCc1ccccc1)Nc1nc2ccc(S(=O)(=O)N3CCOCC3)cc2s1 | 3 | -8 | 0 | -1.5 | -1 | 8 | -0.2 | 0 | -7
COc1cc(CN2C[C@@H](CO)O[C@@H](n3cnc4c(NC5CCC5)ncnc43)C2)cc(OC)c1OC | 3 | -12 | 7 | -0.2 | -4 | -13 | 0.7 | -6 | 2
O=C(O)C1=CCCNC1 | 1 | -1 | 4 | -0.5 | 3 | -7 | -0.7 | -5 | -3
COc1ccc(C)cc1NC(=O)CCCN1C(=O)CCC1=O | -4 | -5 | 17 | -1.3 | 1 | -8 | 0.4 | -8 | -11
Cc1nc(SCC(N)=O)c([N+](=O)[O-])[nH]1 | 1 | -6 | 28 | -0.3 | -9 | 7 | 0.5 | -1 | -3
O=C(Nc1ccc2nn(-c3ccccc3)nc2c1)c1cccnc1 | 0 | 1 | 4 | -0.8 | 0 | 7 | 1.2 | 7 | -4
CCOC(=O)c1ccc(N/C(=N\S(=O)(=O)c2ccccc2C)c2ccccc2)cc1 | 0 | -1 | 3 | -0.4 | 1 | 6 | -0.2 | 25 | -3
CCN(C(=O)CSc1n[nH]c(-c2ccccc2)n1)c1c(N)n(Cc2ccccc2)c(=O)[nH]c1=O | 0 | -21 | -4 | 0.0 | 11 | -4 | -0.3 | -4 | -8
CCn1c(SCC(=O)NC2CCCCC2)nnc1-c1ccco1 | 0 | 2 | -13 | 0.3 | 1 | 0 | -0.1 | -5 | -2
COc1cc(/C=N/NC(=O)Cc2cccs2)c([N+](=O)[O-])cc1OC | -7 | 2 | 6 | 1.3 | 8 | 1 | 2.0 | -5 | -1
CCC(C)NC(=O)CN1C(=O)CSc2ccc(S(=O)(=O)N3CCCC3)cc21 (stereo not given) | 1 | 2 | -5 | -0.4 | 8 | -1 | 0.7 | -3 | -8
COc1ccccc1NC(=O)CC(=O)Nc1ccccc1OC | -7 | 7 | 10 | 0.3 | 1 | 1 | 0.9 | -6 | -11
CC[C@@]1(C(=O)OC)N[C@H](CN(C)C(=O)COC)[C@@H]2C(=O)N(C)C(=O)[C@@H]21 | 0 | -3 | 9 | 0.6 | 11 | 10 | -1.6 | -7 | -2
Cc1ccc(OCC(=O)NC(=S)Nc2ccc(Br)cn2)cc1C | 1 | -2 | -17 | -0.3 | -1 | 2 | 0.2 | -5 | -7
COc1cc(C#N)c(NC(=O)CN2CCN(CCO)CC2)cc1OC | 2 | -1 | 10 | -0.1 | -10 | 13 | -0.8 | -2 | 1
CSC1=N/C(=C\c2ccc(C)o2)C(=O)S1 | -8 | 1 | 17 | -0.9 | -13 | -22 | 3.5 | -10 | -11
CC(C)(Sc1ccc(CCN(CCCCC2CCCCC2)C(=O)NC2CCCCC2)cc1)C(=O)O | 4 | -5 | -7 | -0.3 | -71 | -1 | -0.8 | 48 | 0
